PG9 Ab binder: binders of HIV-1 gp120 antibody PG9, primary screen, biochemical, TR-FRET | TR-FRET gp120-PG9 antibody binding | inhibition, % at 6.7 µM | HIV-1 gp120 / PG9 antibody interaction | 360,000 compounds, 0.43% hits; in the data active = inhibition above about 8.5%
mABHD4 FP: ABHD4 inhibitors, primary screen, biochemical, fluorescence polarization, mouse; (Lyso)-N-acylphosphatidylethanolamine lipase (Mus musculus), Q8VD66; purified mABHD4, FP-Rh probe fluorescence polarization; inhibition, % at 8.92 µM; 370,000 compounds, 0.54% hits; AID 720543, 2013;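 active = inhibition exceeding the mean over every tested compound plus 3 SD, cut at about 30% in these data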;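 note: 0% = plate median of compound wells and 100% = S159A mutant with DMSO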
Target sequence (Q8VD66 whole entry, looked up): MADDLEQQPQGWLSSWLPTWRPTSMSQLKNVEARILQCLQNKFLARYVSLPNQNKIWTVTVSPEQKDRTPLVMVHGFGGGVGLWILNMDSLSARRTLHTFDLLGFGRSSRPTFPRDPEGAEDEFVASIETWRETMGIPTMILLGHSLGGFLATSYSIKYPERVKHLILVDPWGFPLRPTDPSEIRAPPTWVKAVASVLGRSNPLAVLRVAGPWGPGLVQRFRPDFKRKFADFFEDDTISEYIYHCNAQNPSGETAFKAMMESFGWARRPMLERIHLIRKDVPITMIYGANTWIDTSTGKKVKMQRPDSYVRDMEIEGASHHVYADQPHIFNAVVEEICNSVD
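Test system: mABHD4 protein | Buffer or medium: HEPES pH 7.0 buffer, 150 mM NaCl, 0.01% Pluronic F-127 | Probe or stimulus: FP-Rh fluorescent activity-based probe, added after compound pre-incubation | Timing: Pre-incubation 45 min, probe exposure 60 min, at 25 °C | Technique: Fluorescence polarization, excitation 525 nm, emission 598 nm, BODIPY TMR filters | Repeats: Single well per compound (singlicate)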
ARFGAP1 inh: inhibitors of rat ARFGAP1 GAP activity, primary screen, biochemical, fluorescence polarization, GDP tracer | ADP-ribosylation factor GTPase-activating protein 1 (Rattus norvegicus), Q62848 | Arfgap1-stimulated ARF1 GTP hydrolysis, GDP FP detection | inhibition, % at 16.5 µM | 360,000 compounds, 0.26% hits;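 active = inhibition above a per-plate limit, mean inhibition of low control wells plus 3 SD, cut at about 25% in these data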;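 note: 0% = DMSO wells with enzyme and 100% = wells lacking Arfgap1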
Target sequence (Q62848 1-136 limits assumed): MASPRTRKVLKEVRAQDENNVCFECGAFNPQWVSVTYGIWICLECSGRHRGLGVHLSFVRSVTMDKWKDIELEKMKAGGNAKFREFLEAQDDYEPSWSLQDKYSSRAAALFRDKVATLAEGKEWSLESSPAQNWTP
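material = rat Arfgap1 catalytic domain, aa 1-136 | also added = human ARF1(Δ1-17)-GTP substrate | compound dosing = one concentration, 16.5 µM, DMSO 1.26% | times = GTP hydrolysis reaction 2 h at 25 °C | measured by = FP, GDP Alexa 633 tracer displaced from anti-GDP antibody, 620/688 nm | evaluation = percent inhibition of Arfgap1-stimulated GTP hydrolysis | replication = single well per compound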
NPR2 activator: human GC-B receptor activators, primary screen, HEK293 GC-B cells, cGMP TR-FRET, EC30 CNP; Atrial natriuretic peptide receptor 2 (Homo sapiens), P20594; 0% at EC30 CNP, 100% saturating CNP; activation, % at 10 µM; 370,000 compounds, 0.11% hits;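 active = activation at 10 µM reaching about 35% in either raw or pattern-adjusted values, limit read from the data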
rCAG binder: binders of r(CAG) RNA repeats, primary screen, biochemical, fluorescence; r(CAG) RNA repeat, TO-PRO-1 dye displacement fluorescence; inhibition, % at 3 µM; 370,000 compounds, 1.3% hits; AID 651821, 2012;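 active = inhibition above the plate cutoff, the mean of all test compounds on that plate plus 3 SD, cut at about 35% in these data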;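 note: 0% = DMSO alone and 100% = 100 µM mitoxantrone as full dye displacement; higher means more dye released from RNA so lower well fluorescence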
HTRA1 inh: HTRA1 serine protease inhibitors, primary screen, biochemical, fluorescence polarization, HTS | recombinant HTRA1, FP-rhodamine activity-based probe | Q92743 | 340,000 compounds, 0.5% hits | inhibition, % at 5.96 µM; in the data active = inhibition above about 36%;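 note: 0% = enzyme with DMSO and 100% = wells lacking enzyme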
Target sequence (Q92743 whole entry, looked up): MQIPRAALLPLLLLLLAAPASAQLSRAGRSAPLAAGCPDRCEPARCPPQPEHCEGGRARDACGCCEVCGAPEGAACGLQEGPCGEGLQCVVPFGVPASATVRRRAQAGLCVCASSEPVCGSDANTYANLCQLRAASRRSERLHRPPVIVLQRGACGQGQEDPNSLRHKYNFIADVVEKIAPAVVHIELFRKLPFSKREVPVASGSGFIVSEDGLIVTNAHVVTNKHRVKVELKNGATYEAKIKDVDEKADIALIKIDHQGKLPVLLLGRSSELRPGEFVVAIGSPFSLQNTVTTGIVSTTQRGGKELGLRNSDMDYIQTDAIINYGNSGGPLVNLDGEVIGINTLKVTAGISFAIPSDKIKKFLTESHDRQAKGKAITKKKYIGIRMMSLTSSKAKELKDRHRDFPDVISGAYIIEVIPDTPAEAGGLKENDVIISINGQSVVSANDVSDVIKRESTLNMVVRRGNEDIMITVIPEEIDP
NPR1 activator: GC-A stimulated cGMP production enhancers – HEK293 GC-A cells, cGMP TR-FRET, EC30 ANP, primary screen. Atrial natriuretic peptide receptor 1 (Homo sapiens), P16066. 0% at EC30 ANP, 100% saturating ANP. activation, % at 10 µM. 370,000 compounds, 0.14% hits. AID 1671463, 2021; in the data active = activation above about 40%
SMARCA2 activ: SMARCA2 (BRM) function activators, primary screen, cell-based, luminescence, high throughput | MG213 cells, MMTV-luciferase reporter, dexamethasone, overnight | activation, % at 9.1 µM | 370,000 compounds, 1% hits | AID 652017, 2013; in the data active = activation above about 7.8%;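 note: 0% = vehicle wells and 100% = reference activator wells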
NR1D1 modulator: modulators of Rev-erb alpha DNA binding, primary screen, biochemical, FITC-DNA, fluorescence polarization, uHTS; Nuclear receptor subfamily 1 group D member 1 (Homo sapiens), P20393; activity, % at 10 µM; Rev-erbα–FITC-DNA binding, 90 min; 370,000 compounds, 0.79% hits;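 active = activity above about 14%, limit read from the data; passing the limit was not always enough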;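 note: 0% = DMSO wells with 35 nM protein and 100% = DMSO wells with 750 nM protein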
ASAP1 GAP inh: inhibitors of human ASAP1 ArfGAP activity, primary screen, biochemical, fluorescence polarization; Arf-GAP with SH3 domain, ANK repeat and PH domain-containing protein 1 (Homo sapiens), …; ASAP1-stimulated ARF1 GTP hydrolysis, GDP FP detection; inhibition, % at 16.5 µM; 360,000 compounds, 0.19% hits; AID 624377, 2012; in the data active = inhibition above about 25%;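 note: 0% = vehicle with enzyme and substrate and 100% = no enzyme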
* hit, by the source's call; nt = not tested or not shown.

The opening five compounds as a preview:
SMILES	PG9 Ab binder	mABHD4 FP	ARFGAP1 inh	NPR2 activator	rCAG binder	HTRA1 inh	NPR1 activator	SMARCA2 activ	NR1D1 modulator	ASAP1 GAP inh
CCc1nc2c(OCc3ccc(C(=O)N(C)C)cc3)cccn2c1N(C=O)Cc1ccccc1	0.6	3	4	7	6	nt	1	-3	-2	-8
Cc1cc(C)cc(NC(=S)N2CCN(c3ccc(F)cc3)CC2)c1	-0.3	-5	-3	5	2	2	5	-3	-2	2
Clc1cccc(-c2nc(-c3ccc(-c4nn[nH]n4)cc3)no2)c1	-1.0	-25	8	-10	36*	-22	2	2	-3	-3
Cc1onc(-c2ccccc2)c1CNC(=O)Nc1ccc(C(F)(F)F)cc1	-2.2	-33	-1	0	1	nt	2	-6	8	-5
O=C(Cc1cc(=O)[nH]c(=O)[nH]1)N1CCN(C(=O)c2ccco2)CC1	2.5	3	-3	-5	-2	7	7	-2	-1	-5

Main list (from the top)
SMILES	PG9 Ab binder	mABHD4 FP	ARFGAP1 inh	NPR2 activator	rCAG binder	HTRA1 inh	NPR1 activator	SMARCA2 activ	NR1D1 modulator	ASAP1 GAP inh
CCc1nc2c(OCc3ccc(C(=O)N(C)C)cc3)cccn2c1N(C=O)Cc1ccccc1	0.6	3	4	7	6	nt	1	-3	-2	-8
Cc1cc(C)cc(NC(=S)N2CCN(c3ccc(F)cc3)CC2)c1	-0.3	-5	-3	5	2	2	5	-3	-2	2
Clc1cccc(-c2nc(-c3ccc(-c4nn[nH]n4)cc3)no2)c1	-1.0	-25	8	-10	36*	-22	2	2	-3	-3
Cc1onc(-c2ccccc2)c1CNC(=O)Nc1ccc(C(F)(F)F)cc1	-2.2	-33	-1	0	1	nt	2	-6	8	-5
O=C(Cc1cc(=O)[nH]c(=O)[nH]1)N1CCN(C(=O)c2ccco2)CC1	2.5	3	-3	-5	-2	7	7	-2	-1	-5
CC(=O)N1c2ccc(S(=O)(=O)N3CCCC3)cc2CC1C(=O)NCc1ccc(OC(C)C)cc1 (configuration not stated)	0.2	0	1	0	3	-2	0	-2	-1	-1
COc1ccc(N2CCN(c3ncnc4c3nnn4Cc3ccccc3Cl)CC2)cc1	-1.6	2	-4	5	0	5	-4	1	1	10
CC1CC(C)CN(C(=O)Nc2ccc(Br)cc2)C1 (configuration not stated)	1.6	-4	-12	-5	-4	0	1	0	-4	13
CCCCN(C)Cc1c(O)ccc2c(=O)c(-c3ccccc3OC)coc12	-0.9	2	-3	10	0	11	7	-1	-4	-5
Cc1oc2c(C)c3oc(=O)c(CCC(=O)NCCCCCC(=O)O)c(C)c3cc2c1C	-0.5	-3	5	2	19	-3	4	1	0	-3
CCOc1cc(OCC)nc(S(C)(=O)=O)n1	-0.9	-3	3	2	0	0	5	-1	-1	-7
Cc1cc(C)c(OCC(=O)Nc2nc3ccccc3[nH]2)c(C)c1	1.1	4	7	-6	-4	-13	3	-1	3	4
COc1ccc(/C=C(\C#N)C(=O)OCC(=O)NCc2ccccc2OC)cc1	1.3	2	6	-1	8	-4	0	0	-3	15
O=C1CCC(CCC(=O)N2CCCC(C(=O)c3ccc(Cl)cc3)C2)=NN1 (configuration not stated)	-0.2	-3	-2	2	-2	4	-1	6	-5	5
CCN(CC(=O)Nc1c(F)cccc1F)C(=O)COc1cccc2c1OC(C)(C)C2	0.7	-2	2	1	-5	2	4	-3	-8	7
COc1ccccc1CNC(=O)CNCCc1ccc(OC)c(OC)c1	-1.7	8	-6	-5	-5	2	0	-1	4	2
COc1ccc(-c2ccc(SCC(=O)N3CCN(c4ccccc4)CC3)nn2)cc1	0.0	-1	0	-2	-1	6	-2	1	-2	4
Cc1ccc(-c2nn(-c3ccccc3)cc2C(=O)Nc2ccc(C)c(S(=O)(=O)N3CCOCC3)c2)cc1	-1.4	-12	19	2	13	-32	-1	1	10	11
O=C1NC(c2ccc(Br)cc2)=N/C1=C/c1ccco1	-2.4	4	10	-7	3	-1	2	8.1*	0	8
O=C1OC(Cc2ccccn2)C(=O)C1=C1SCCS1 (configuration not stated)	2.5	3	4	4	5	7	-1	-2	3	14
Cc1onc(-c2ccccc2)c1C(=O)OCC(=O)N(C)c1ccccc1	-1.4	-3	3	5	-3	1	1	8	2	-3
Cc1ccc(C(C(=O)NCc2ccco2)N(C(=O)CNC(=O)c2cccs2)c2c(C)cccc2C)cc1 (configuration not stated)	-0.9	1	-4	0	-1	3	-2	-5	-6	-3
CCC(C)(C)NC(=O)CN(C(=O)c1ccc(N2CCCC2)nc1)c1ccc(F)cc1	-3.8	7	-8	2	-7	4	3	1	-2	19
COc1ccc(NC(=O)C2CC(c3cccc(Br)c3)=NO2)cc1OC (configuration not stated)	-0.4	2	7	6	-3	-2	0	1	6	5
COc1cccc2cc(C(=O)NCCc3c[nH]c4ccccc34)c(=O)oc12	-1.7	1	11	4	8	-12	0	1	-3	6

New compounds follow:
SMILES	PG9 Ab binder	mABHD4 FP	ARFGAP1 inh	NPR2 activator	rCAG binder	HTRA1 inh	NPR1 activator	SMARCA2 activ	NR1D1 modulator	ASAP1 GAP inh
O=C(C(Cc1ccc(Cl)cc1)NS(=O)(=O)c1ccccc1)N1CC[C@@]2(O)CCCC[C@H]2C1 (some centres not stated)	-1.5	-4	2	5	-2	-6	-3	-3	-1	-11
O=C(NCc1ccco1)c1cccn2c(=O)c3c4c(sc3nc12)CCCC4	-0.6	-1	-12	-1	6	1	7	2	-8	-1
CCCCC1CCC(C(=O)N(CCC(C)C)c2c(N)n(CCCC)c(=O)[nH]c2=O)CC1 (configuration not stated)	-0.3	-3	12	-3	1	2	-4	-2	-2	-4
Clc1ccc(-c2c(C3=NCCCN3)nnn2-c2ccc(Cl)cc2)cc1	-0.8	-2	-1	-18	0	0	-52	-2	-5	4
CCc1ccc([C@@H]2CC=C(C(=O)O)[C@H](c3ccc(F)cc3)N2S(=O)(=O)c2ccc(C)cc2)cc1	-1.1	-20	-2	1	80*	-30	-5	0	5	10
O=C(CSc1ncn[nH]1)Nc1nc(-c2ccccc2)cs1	-0.9	5	7	-6	8	-7	9	1	0	-5
COc1ccc(CNS(=O)(=O)c2ccc(F)c(C(=O)Nc3ccccc3OC)c2)cc1	2.4	-5	-3	-3	-1	2	-7	-4	3	5
CCN(C(=O)COC(=O)CCCc1nc2ccccc2s1)c1c(N)n(Cc2ccccc2)c(=O)[nH]c1=O	-2.5	0	2	6	0	6	5	2	-3	13
Cc1ccc(S(=O)(=O)Nc2ccc3c4c(cccc24)CC3)c(C)c1	-0.1	-9	1	-3	6	-27	-7	-3	6	1
CCOC(=O)NC(=O)c1cn(Nc2ccccc2C(F)(F)F)c(=O)[nH]c1=O	-1.9	-4	-2	-6	0	5	1	-5	-1	-5
COc1cccc(N/C=C/C(=O)c2ccc(OC)c(OC)c2)c1	0.4	-14	-6	-8	1	-4	-2	2	2	20
COc1ccccc1NC(=O)Cn1nnc(-c2ccccc2NC(=O)c2cnccn2)n1	-1.1	-4	-12	2	3	0	-3	-2	4	5
O=C(COC(=O)c1ccccc1O)Nc1cccc(S(=O)(=O)NC2=NCCCCC2)c1	-2.5	-4	0	3	-1	-1	-2	1	11	-5
Cc1ccc(OCc2n[nH]c(=S)n2-c2ccccc2)cc1	-0.8	-6	-1	-5	0	12	-2	-1	1	-3
CCN(Cc1ccccc1)C(=O)c1cc2c(OC)c(OC)c(OC)cc2[nH]1	-1.2	17	1	1	-8	-3	-3	2	-1	-10
CCOc1ccccc1NC(=O)C1C(c2ccccc2)C1(Cl)Cl (configuration not stated)	-3.2	-19	14	1	2	-44	0	2	-3	-3
O=S1(=O)CCN(C2CC2)CC1	-0.5	-1	1	0	2	-4	2	-1	9	-6
C=CCc1ccccc1OCC(=O)NNC(=S)NCc1ccccc1	1.3	-18	-7	-1	10	-7	-4	-3	3	-13
O=C(NC1CCCc2ccccc21)c1cccnc1 (configuration not stated)	0.5	1	-9	-3	-1	-8	-2	-1	1	2
Cc1oc2c(c1C(=O)Nc1ccc(C(=O)O)cc1)CCCC2	-1.5	-10	11	-1	4	3	1	-2	0	-7
C=CCn1c(SCC(=O)Nc2nnc(CC)s2)nnc1-c1ccco1	-1.4	3	6	2	-3	-1	1	0	1	7
C=CCN(c1ccccc1)S(=O)(=O)c1c(C)[nH]c(=O)[nH]c1=O	-1.0	-3	12	3	-3	-2	-1	-2	-1	-7
COc1c(C)cc(C(=O)C2CCCN(C(=O)c3cc4nc(C)cc(C)n4n3)C2)cc1C (configuration not stated)	-1.3	0	-9	-5	-3	2	-12	3	2	0
COc1ccc(C(=O)/C=C/c2ccccc2F)c(OC(=O)c2ccc([N+](=O)[O-])cc2)c1	-0.2	-7	10	0	0	-14	1	4	4	-2
COc1ccc(NC(=O)c2ccccc2SCc2ccccc2)cc1	-1.3	2	1	0	4	-6	-1	-1	3	-3

Further results
SMILES	PG9 Ab binder	mABHD4 FP	ARFGAP1 inh	NPR2 activator	rCAG binder	HTRA1 inh	NPR1 activator	SMARCA2 activ	NR1D1 modulator	ASAP1 GAP inh
COc1cc(CO)ccc1Oc1nnnn1-c1ccc(C(N)=O)cc1	-0.4	-2	12	-6	4	1	-3	-1	1	-8
COC(=O)c1c(NC(=O)Cn2nc(C(F)F)cc2C(F)F)sc(C)c1C	-1.1	-15	-12	4	4	-19	-1	2	2	5
O=C(NC(=S)NCc1ccc(Cl)cc1)c1ccco1	-1.8	-4	8	-1	1	-6	1	3	8	-2
OC(c1ccccc1)C(NCc1ccccc1)c1ccccc1 (configuration not stated)	0.3	-1	-6	-11	-1	-3	-19	-4	-6	-2
Cc1nn(CC(=O)NC2(C)CCS(=O)(=O)C2)c(C)c1S(=O)(=O)N(C)C (configuration not stated)	0.1	4	-1	1	4	7	1	-1	1	8
O=C(Nn1c(-c2ccc(F)cc2)nc2ccccc2c1=O)c1cccnc1	-2.3	2	-1	0	4	-2	2	-2	-4	-4
O=C(CN1C(=O)C2C3C=CC(C3)C2C1=O)NC1CCCc2ccccc21 (configuration not stated)	-1.3	2	2	0	-1	-2	2	4	-2	12
Cc1nn(C)c(C)c1S(=O)(=O)N(CC(=O)Nc1ccccn1)c1ccc(C(C)C)cc1	-1.3	3	2	3	-1	1	2	-1	-5	13
CCc1cc(=O)oc2cc(OCC(=O)N(CC)CC)c(Cl)cc12	0.9	-10	5	-8	-2	-2	-2	-1	-2	4

Assay outcomes from PubChem BioAssay.
